# Bioassay records from PubChem.
# uPA surface inh: inhibitors of cell surface uPA generation; Potency, µM (doses to about 38.3 µM), without a hit: at the top dose activity change, negative = inhibition, actives largely listed as inhibitors; 330,000 compounds, 0.31% hits; cell surface uPA generation assay, qHTS; AID 540303; active = well fitted inhibition curve with a large enough effect; inconclusive = small, poorly fitted or top-dose-only effect; inactive = no such curve, though single readings can be large or run the other way; tested in mouse RAW 264.7 cells; note: potency is the fitted concentration of half-maximal effect; nearly all actives have a fitted effect of over 55% in size
# Giardia killer: kills Giardia lamblia | activity change, % at 7.66 µM, hits read low | Giardia lamblia trophozoite viability | 340,000 compounds, 0.15% hits; in the data active = activity change below about -80%; inconclusive = between about -30% and that limit;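 note: parasites exposed to compound for two days anaerobically before the ATP read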
#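 Media and compound were dispensed first, then trophozoites at 100 cells/well; plates sat 48 hrs at 37 deg C without oxygen before ATP luminescence reagent was added and read after 15-30 min at room temperature.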
# KCNH2 WT inh: inhibitors of human wildtype KCNH2 potassium channel; U2OS, BacMam KCNH2, thallium flux FluxOr; hits give low values; AID 720551; Q12809; 340,000 compounds, 0.37% hits; activity change, % at 1.84 µM;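 active = maximum activity change below -70%; inconclusive = maximum activity change between -70% and -50%; inactive = maximum activity change above -50%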
#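 U2OS cells were transduced with wild-type KCNH2 virus (2.03 x 10^8 / mL) for 4 h at room temperature, then cultured overnight at 37 C. Thallium flux was read with FluxOr dye. Rate constants were normalized to DMSO controls.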
# USP2a inh: blocks human ubiquitin-specific protease USP2a. 330,000 compounds, 0.01% hits. Potency, µM (highest dose often 38.3 µM), inactives show at the top dose activity change, negative = inhibition, hits mostly inhibitors. USP2 core, Ub-CHOP2 coupled fluorogenic reporter, 485/531. O75604;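 note: potency is the fitted concentration of half-maximal effect; plate controls were DMSO wells for no effect and full inhibition by NEM control for full effect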
#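 USP2 core (10nM final) preincubated 30min RT with compound in 20mM Tris-HCl pH 8.0, 2mM CaCl2, 2mM beta-mercaptoethanol, 0.05% CHAPS; 25nM Ub-CHOP2 plus 25nM reporter substrate added, fluorescence (Ex485/Em531) read after 60min.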
# KCNH2 3.1 block: inhibitors of human KCNH2 3.1 potassium channel isoform | U2OS KCNH2 3.1, thallium flux FluxOr; hits give low values | activity change, % (tested at about 1.8 µM) | 340,000 compounds, 0.95% hits | AID 720553;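 active = maximum activity change below -70%; inconclusive = maximum activity change from -70% to -50%; inactive = maximum activity change above -50%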;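 note: thallium influx rate constant from kinetic fluorescence after stimulation buffer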
#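 Thallium flux read-out: FluxOr dye with Red40 quencher in HBSS/HEPES, 45 min at RT. Rate constants from kinetic reads were normalized to positive and negative DMSO controls. Cells: U2OS virally expressing the 3.1 isoform.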
# GALK inh: blocks human galactokinase activity. AID 1868. 270,000 compounds, 0.007% hits. P51570. Purified GALK, Kinase-Glo residual ATP luminescence. Potency, µM (titrated, usually from 57.5 µM), inactives show at the top dose activity change, negative = inhibition, most hits filed as inhibitors; note: potency is the fitted concentration of half-maximal effect
# Target sequence (P51570 whole entry, looked up): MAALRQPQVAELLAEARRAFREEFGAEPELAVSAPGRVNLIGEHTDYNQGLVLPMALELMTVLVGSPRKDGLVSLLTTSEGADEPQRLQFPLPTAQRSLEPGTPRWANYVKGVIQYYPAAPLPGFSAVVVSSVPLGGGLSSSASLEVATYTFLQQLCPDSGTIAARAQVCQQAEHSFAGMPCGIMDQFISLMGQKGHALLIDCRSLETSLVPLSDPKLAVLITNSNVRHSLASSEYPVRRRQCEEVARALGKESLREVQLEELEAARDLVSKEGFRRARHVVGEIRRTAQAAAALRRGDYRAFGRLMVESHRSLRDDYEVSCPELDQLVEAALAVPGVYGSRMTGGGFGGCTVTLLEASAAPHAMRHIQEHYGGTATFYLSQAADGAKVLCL
#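 Kinase-Glo Plus luminescence measured ATP left after a 1 h room-temperature reaction. The reaction used 5 nM GALK, 100 uM galactose and 35 uM ATP at pH 8.0 (20 mM HEPES, 5 mM MgCl2, 60 mM NaCl, 1 mM DTT, 0.01% BSA).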
# Eya2 phos inh: Eya2 (human) phosphatase inhibition; recombinant Eya2, OMFP fluorescence dephosphorylation (OMFP is methylfluorescein phosphate); Potency, µM (highest dose often 76.9 µM), inactives show top-dose activity, negative = inhibition, most hits filed as inhibitors; 330,000 compounds, 0.006% hits; AID 488837; note: potency is the fitted concentration of half-maximal effect
#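 Eya2 (0.2 uM) preincubated 10 min at ambient with compound, then OMFP substrate added at 50 uM; 10 min reaction in 50 mM HEPES pH 7.5, 50 mM NaCl, 5 uM MgCl2, 0.05% BSA, 1 mM DTT. Fluorescence read at Ex 485/Em 525 nm.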
# BCR signal inh: blocks chronic active B-cell receptor signaling; 340,000 compounds, 0.05% hits; Potency, µM (titrated, usually from 46.1 µM), inactives show at the highest dose ratio change, negative = lower green/red ratio, actives largely listed as inhibitors; AID 493014; ABC-DLBCL IkBa-CBG/CBR reporter, luminescence ratio, 4 h; active = well fitted inhibition curve with a large enough effect in the signal ratio, with a control signal flat, not every such curve was filed as active; inconclusive = small, poorly fitted or top-dose-only effect, or effect the other way, or a change in a side signal; the % refers to the signal ratio;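 note: potency is the fitted concentration of half-maximal effect; plate controls were basal doxycycline-induced cells for no effect and cells given 10 µM MG132 for full effect; MG132 reads +100%, hits lower the ratio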
#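 Doxycycline induced both beetle luciferases in TMD8 lymphoma cells; IKK-driven degradation limits the IkappaBalpha-fused green signal, while red luminescence normalises for cell number and nonspecific effects. Compounds tested up to 46 uM, 4 hrs.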
# B2AR arrestin: agonists driving beta-arrestin recruitment to human beta2-adrenergic receptor; beta-arrestin recruitment to beta2AR, cell-based reporter; AID 492947; P07550; Potency, µM (titrated, usually from 46.1 µM), for inactives: at the highest dose activation, actives largely listed as activators; 330,000 compounds, 0.02% hits;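 note: potency is the fitted concentration of half-maximal effect; 0% = DMSO controls and full agonism = EC100 isoproterenol or metaproterenol; nearly all actives have a fitted effect of over 65% in size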
# Target sequence (P07550 whole entry, looked up): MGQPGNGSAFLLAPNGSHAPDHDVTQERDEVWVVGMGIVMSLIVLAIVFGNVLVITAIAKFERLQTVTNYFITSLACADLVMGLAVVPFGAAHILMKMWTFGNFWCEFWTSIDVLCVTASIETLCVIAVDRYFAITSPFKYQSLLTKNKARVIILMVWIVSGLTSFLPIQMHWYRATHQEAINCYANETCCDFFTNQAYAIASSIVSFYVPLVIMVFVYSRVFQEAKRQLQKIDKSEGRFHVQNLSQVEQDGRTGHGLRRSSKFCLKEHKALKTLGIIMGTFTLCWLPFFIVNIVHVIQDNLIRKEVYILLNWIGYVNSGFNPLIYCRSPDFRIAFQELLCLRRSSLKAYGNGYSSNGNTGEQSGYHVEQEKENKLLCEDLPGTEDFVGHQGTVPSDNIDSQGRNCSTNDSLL
# FBPA coupling cs: coupling enzyme interference in Giardia aldolase counter-screen | coupling enzyme system counterscreen, AmpLite Red fluorescence | activity change, negative = inhibition, % at 58.2 µM, hits read low | 290,000 compounds, 0.67% hits | AID 2472; in the data active = activity change below about -30%
#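 Counterscreen of the coupled detection system alone, without aldolase: glyceraldehyde-3-phosphate coupling enzymes plus AmpLite Red readout. Compounds at 57.5 uM final, 10 min RT preincubation, 20 min RT reaction, fluorescence 525/598 nm.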
# PKM2 activator: activators of human pyruvate kinase M2; 260,000 compounds, 0.34% hits; AID 1631; purified PKM2, Kinase-Glo ATP luminescence, activation; response scale: 0% is enzyme alone, no compound; Potency, µM (top dose mostly 57.5 µM), for the others: at the highest dose activation, actives largely listed as activators; P14618; note: potency is the fitted concentration of half-maximal effect; nearly all actives have a fitted effect of over 55% in size
#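 hPK-M2, >95% pure; 0.1 mM ADP / 0.5 mM PEP final; imidazole pH7.2 buffer w/ 7 mM MgCl2, 50 mM KCl; 1 h RT; Kinase-Glo lum. Intermediate enzyme activity for dual inhibitor/activator qHTS.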
# The depositor's hits bear a star; ? = inconclusive; · = no result given; [ ] = dose if it differs, or a comment. Unless noted, calls come from the whole dose curve; as a rule, active = well fitted curve in the direction sought with a large enough effect; inconclusive = small, poorly fitted or top-dose-only effect, or another doubt; inactive = no such curve, though single readings can be large; an effect the other way counts as inactive or inconclusive. Unless noted, % is set by controls: 0 for no effect and ±100 for the full control effect.
canonical_smiles,uPA surface inh,Giardia killer,KCNH2 WT inh,USP2a inh,KCNH2 3.1 block,GALK inh,Eya2 phos inh,BCR signal inh,B2AR arrestin,FBPA coupling cs,PKM2 activator
Cc1ccc(S(=O)(=O)NC2CC(C)(C)N(O)C(C)(C)C2)cc1,5%,5,-1,1%,-21,·,1%,3%,-0.2%,·,·
Cc1ccc(OCCC(=O)N2CCN(c3ccc(O)cc3)CC2)cc1,-15%,9,-3,5%,15,-1%,?,-9%,0.5%,-4,18%
C=CCn1c(O)c(N=O)c2ccccc21,0%,12,0,-1%,-18,-4%,13%,3%,-0.8%,-4,4%
COC(=O)C1=C(N)Oc2cc(C)n(Cc3ccccc3)c(=O)c2C1c1ccccc1 (configuration not stated),0%,-18,3,0%,-11,2%,-3%,?,-0.2%,2,-11%
Cc1ccccc1-c1nnc(CN2CCN(C(=O)c3ccco3)CC2)o1,3%,-4,-13,1%,17,0%,0%,-4%,0.2%,-1,0%
CCOc1ccc(Oc2ccc(Cl)cc2N)cc1,5%,6,-3,2%,11,10%,2%,0%,-0.1%,-4,0%
COc1cccc(NC(=O)Cn2c(=O)n(CCCC(=O)NCc3ccco3)c(=O)c3ccccc32)c1,3%,-4,6,-1%,-3,0%,-13%,-6%,-0.2%,4,-6%
O=[N+]([O-])c1ccc(/C=N/Nc2nc3ccccc3o2)cc1,0%,4,-1,1%,-6,·,3%,0%,-0.2%,-4,·
CCNC(=O)NC(=O)CSc1ccc(NC(C)=O)cc1,3%,0,7,3%,-5,2%,-8%,4%,0.1%,1,1%
CS(=O)(=O)N(CC(=O)N1CCc2ccccc2C1)Cc1ccccc1,-2%,4,0,0%,-5,0%,19%,-7%,-1.5%,2,3%
O=C(COC(=O)c1ccccc1)Nc1cccc(S(=O)(=O)NC2=NCCCCC2)c1,2%,-1,-7,3%,8,3%,1%,0%,-0.4%,1,-3%
Cc1cc(C)c(S(=O)(=O)N(C2=NCCS2)S(=O)(=O)c2c(C)cc(C)cc2C)c(C)c1,8%,-3,-7,-1%,-8,-3%,2%,0%,-0.5%,1,4%
O=[N+]([O-])c1ccccc1OCCCNCc1ccccc1,0%,17,6,4%,-6,-1%,9%,0%,0.2%,0,-5%
CCC(=O)N1CCc2cc(S(=O)(=O)CCC(=O)Nc3ccc(C)c(F)c3)ccc21,-1%,1,43,-5%,-1,1%,-4%,0%,-0.7%,0,-3%
CS(=O)(=O)c1sc2nc(-c3ccccc3)cc(-c3ccccc3)c2c1N,0%,-5,-1,2%,-11,0%,12%,-2%,3.7%,1,1%
CC(=O)N1CCC2(CC1)C(C#N)=C(N)Oc1n[nH]c(CSc3ccc(C)cc3)c12,·,-20,1,0%,11,2%,14%,0%,0.1%,3,10%
COc1ccc(N2CCN(c3nc4ccccc4nc3NS(=O)(=O)c3ccccc3)CC2)cc1,-4%,-2,-5,1%,0,-3%,-6%,?,0.2%,11,4%
O=C1CC(c2cccs2)Sc2nc3ccccc3n21 (configuration not stated),5%,0,-23,1%,-17,-2%,9%,1%,-0.1%,0,9%
O=C(Cn1cncn1)NCc1cc(F)ccc1F,-6%,32[activator],5,2%,27,5%,1%,-19%,1.0%,3,0%
O=C(c1ccc(-n2ccnc2)cc1)N1CCCC(CO)(Cc2cccc(Cl)c2)C1 (configuration not stated),-16%,-5,3,0%,-2,-2%,-5%,-1%,0.1%,0,·
Cc1cccc(N2CCN(C(=O)CN3C(=O)NC(C)(C)C3=O)CC2)c1C,0%,8,4,3%,10,-2%,10%,-7%,-0.3%,0,-2%
CC(=O)Nc1sc(C)c(C)c1C(=O)OCC(=O)NCc1ccc(F)cc1,0%,28,-2,0%,-3,·,-14%,6%,0.1%,·,·
CCc1ccccc1NC(=O)N1CCC(NC(=O)C(Cc2ccccc2)NC(C)=O)CC1 (configuration not stated),-5%,-23,·,-4%,1,5%,-3%,0%,-0.2%,2,-7%
Nc1cc(=O)[nH]c(SCC(=O)c2ccc(O)cc2O)n1,3%,0,-4,0%,1,0%,-1%,0%,-0.6%,-2,·
CC1CCc2cc(F)cc3c(O)c(C(=O)NCc4ccco4)c(=O)n1c23 (configuration not stated),5%,1,6,1%,7,-1%,2%,12%,5.5%,-3,4%
COc1ccc(C2(CNC(=O)c3cccc([N+](=O)[O-])c3)CCOCC2)cc1OC,-3%,0,-3,1%,1,4%,-18%,?,0.3%,1,-5%
COc1ccccc1NC(=O)Nc1ccccc1C(=O)NCCCN1CCOCC1,-1%,4,-3,-1%,3,·,16%,-5%,0.2%,0,7%
O=C(CNC(=O)c1ccccc1)OCC(=O)N1c2ccccc2Sc2ccccc21,4%,-10,5,3%,15,1%,-11%,0%,-0.3%,3,-3%
CCCn1c(NC(=O)C2CCN(C(=O)c3ccccc3C)CC2)nc2ccccc21,-1%,-16,-9,0%,9,·,2%,-23%,-0.9%,·,·
Cc1n[nH]c(C)c1CCCOc1ccccc1,1%,-1,6,1%,10,1%,-6%,?,0.3%,2,2%
CSc1nc(C)cc(OCCNS(=O)(=O)c2cc(C)ccc2C)n1,-3%,-5,6,-1%,-10,0%,-12%,?,0.0%,0,18%
O=C(CCNS(=O)(=O)c1cccc2nsnc12)Nc1ccc2c(c1)OCCO2,3%,6,-18,3%,0,-3%,5%,?,0.1%,-2,1%
Cn1c(=O)[nH]c(=O)c2c1nc(NCc1ccccc1)n2CC(O)c1ccccc1 (configuration not stated),-8%,3,8,0%,9,0%,11%,0%,-0.4%,2,1%
Cc1c(Cl)c([N+](=O)[O-])nn1Cc1ccc(C(=O)N/N=C\c2cccc(Br)c2)o1,-11%,-5,-6,2%,-26,-1%,1%,?,-0.3%,-24,1%
O=C(CCC1CCCN(C(=O)c2ccc3c(c2)OCCO3)C1)NCc1ccccc1F (configuration not stated),5%,8,2,10%,-46,0%,1%,3%,-0.1%,1,-1%
COc1ccc(CCC(=O)Nc2nnc(C(C)(C)C)s2)cc1,19%,-13,2,2%,2,6%,4%,1%,-0.1%,2,-1%
C=C(C)C(=O)Nc1cccc(C2=NOC3(C2)C[C@H](C(N)=O)N(C(=O)CC)C3)c1 (some centres not stated),13%,-2,6,8%,-3,-2%,-2%,?,-0.1%,3,-1%
Cc1ccc(NC(=O)Cn2c(=O)c3cccn3c3ccccc32)c(Cl)c1,8%,29,9,-1%,-6,-1%,12%,-14%,0.2%,1,·
Cc1cc(/C=C(/C#N)c2cccc(Cl)c2)c(C)n1C,1%,-9,-4,5%,9,·,9%,3%,0.0%,1,1%
CCc1ccc(OCC(=O)OCC(=O)c2ccc3c(c2)NC(=O)CO3)cc1,1%,-4,10,1%,-12,1%,-2%,?,-0.1%,1,4%
O=C(NCC1CCCO1)c1cc([N+](=O)[O-])ccc1N1CCC(Cc2ccccc2)CC1 (configuration not stated),-13%,12,2,-2%,-40,·,-2%,1%,0.3%,·,·
O=NC1=C(c2c(O)[nH]c3ccccc23)CCCC1,-6%,-14,-22,0%,-19,0%,2%,0%,-0.1%,4,1%
Cc1ccc(CN(C(=O)Cc2cccs2)C(C(=O)NC2CCCC2)c2ccncc2)cc1 (configuration not stated),2%,-16,3,1%,-1,2%,-8%,-1%,-0.3%,3,-7%
CC(NC(=O)COC(=O)COc1ccc(C(=O)c2ccccc2)cc1)c1ccccc1 (configuration not stated),?,7,3,3%,-31,·,-13%,1%,-0.2%,·,·
O=C(Nc1ccc(OC(F)F)cc1)c1ccccn1,-9%,4,9,1%,0,0%,8%,?,-0.1%,1,-4%
O=C(c1ccccc1NS(=O)(=O)c1ccc(F)cc1)N1CCc2ccccc21,-3%,10,3,3%,11,1%,-5%,1%,-3.7%,0,1%
COc1ccc(C(=O)C2CCN(CC(=O)Nc3ccc(C)cc3)CC2)cc1,-2%,-20,30,-2%,?,1%,5%,10%,-0.6%,5,-1%
Cc1cc(C(=O)CN2C(=O)NC(CCS(C)(=O)=O)C2=O)c(C)n1C1CC1 (configuration not stated),-3%,19,12,-1%,8,·,4%,-3%,0.1%,·,·
CCOc1ccc(OCC)c(NC(=O)CSc2nnc(-c3cccnc3)o2)c1,-3%,6,10,2%,25,-3%,13%,?,0.1%,0,9%
Cc1cccc(NC(=O)c2sc(Cl)nc2-c2ccccc2)c1,-9%,0,4,-4%,5,-4%,-36%,?,0.0%,-2,-12%
